SENP1 FRET inh: SENP1 (human) catalytic domain inhibition. inhibition, % at 10 µM. 360,000 compounds, 0.21% hits. recombinant SENP1 catalytic domain, CyPet-SUMO1-YPet FRET cleavage. Q9P0U3;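 active = inhibition at least 30% at 10 µM, raw YFP signal under a set limit, fluorescence ratio 0.5 to 1.5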;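 note: 0% = enzyme with DMSO and 100% = no enzyme wells; some results filed as inactive read as strong as hits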
Target sequence (Q9P0U3 419-644 limits assumed): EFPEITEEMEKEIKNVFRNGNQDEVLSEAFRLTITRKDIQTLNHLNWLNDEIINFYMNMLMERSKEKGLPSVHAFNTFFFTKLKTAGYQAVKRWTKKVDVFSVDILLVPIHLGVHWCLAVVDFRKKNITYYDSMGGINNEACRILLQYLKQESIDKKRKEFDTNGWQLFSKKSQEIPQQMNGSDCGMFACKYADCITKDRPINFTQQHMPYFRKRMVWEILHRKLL
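material = recombinant human SENP1 catalytic domain, His6-tagged | quantity = 20 pM enzyme | reagent = 25 nM SUMO1 FRET substrate | compound dosing = 10 µM single point, 0.5% DMSO | timing = 50 min enzyme reaction, room temperature, light-protected | detection = FRET, CFP and YFP emission | control set = no-enzyme low, enzyme-DMSO high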
Apaf1 inhib: human Apaf-1 inhibition; inhibition, % at 20 µM; reconstituted apoptosome caspase-3 activity, DEVD-Rh110 fluorescence; AID 489030; O14727; 330,000 compounds, 0.71% hits; active = inhibition of at least 40% at 20 µM;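 note: plate controls were DMSO wells for no effect and DEVD-CHO caspase inhibitor wells for full effect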
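Material: reconstituted apoptosome with Apaf-1, cytochrome c, caspase-9, procaspase-3, dATP; medium: pH 7.5 Hepes buffer with CHAPS, BSA, DTT; also added: cytochrome c and DEVD-Rh110 substrate; timing: 30 min plus 50 min, RT; signal: Rh110 fluorescence intensity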
SENP7 block: blocks the human protease SENP7; AID 434973; Q9BQF6; inhibition, % at 5 µM; 330,000 compounds, 1.5% hits; recombinant SENP7, Z-RLRGG-aminoluciferin luminescence, 40 min;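 active = inhibition above about 50% at the single test dose, limit read from the data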;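 note: plate controls were DMSO with enzyme for no effect and no enzyme buffer wells for full effect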
SENP6 inh: blocks the human protease SENP6 | Q9GZR1 | Recombinant SENP6 catalytic domain, aminoluciferin luminescence | inhibition, % at 10 µM | 330,000 compounds, 1.8% hits | AID 2599;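 active = inhibition above about 50% at the single tested dose, limit read from the data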;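 note: plate controls were DMSO wells with enzyme for no effect and DMSO wells lacking enzyme for full effect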
A3G deaminase: inhibitors of human APOBEC3G DNA deaminase. Q9HC16. recombinant A3G, ssDNA deamination FAM/TAMRA fluorescence. inhibition, % at 20 µM. 330,000 compounds, 0.28% hits. AID 493012;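 active = inhibition of at least 40% at 20 µM, with no more than 30% in the related APOBEC3A deaminase screen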;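 note: plate controls were DMSO wells with A3G for no effect and wells lacking A3G enzyme for full effect; some compounds called inactive have numbers as strong as hits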
Target sequence (Q9HC16 whole entry, looked up): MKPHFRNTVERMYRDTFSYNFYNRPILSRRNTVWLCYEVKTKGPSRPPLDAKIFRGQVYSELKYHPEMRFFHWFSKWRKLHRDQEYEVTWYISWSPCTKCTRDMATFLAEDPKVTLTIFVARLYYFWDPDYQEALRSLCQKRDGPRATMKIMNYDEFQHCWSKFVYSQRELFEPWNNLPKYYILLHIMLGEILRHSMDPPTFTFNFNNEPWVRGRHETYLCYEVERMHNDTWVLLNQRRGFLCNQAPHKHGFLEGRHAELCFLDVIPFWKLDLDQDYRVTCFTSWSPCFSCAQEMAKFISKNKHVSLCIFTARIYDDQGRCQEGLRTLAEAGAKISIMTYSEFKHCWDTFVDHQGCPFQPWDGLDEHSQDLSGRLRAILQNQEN
SENP8 block-1: inhibitors of human SENP8 protease. Q96LD8. purified SENP8, Z-RLRGG-aminoluciferin cleavage, luminescence. inhibition, % at 10 µM. 330,000 compounds, 1.2% hits. AID 2540; in the data active = inhibition above about 50%
Target sequence (Q96LD8 whole entry, looked up): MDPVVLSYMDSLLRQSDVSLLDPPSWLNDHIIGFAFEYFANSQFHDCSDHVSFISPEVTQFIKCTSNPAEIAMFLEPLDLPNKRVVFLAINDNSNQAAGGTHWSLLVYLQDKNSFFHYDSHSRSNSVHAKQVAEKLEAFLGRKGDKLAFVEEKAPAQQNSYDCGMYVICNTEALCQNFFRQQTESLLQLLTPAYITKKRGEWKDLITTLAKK
UBC13 inh: blocks human UBC13 polyubiquitin chain formation | P61088 | TR-FRET | inhibition, % at 20 µM | 330,000 compounds, 0.47% hits | AID 485273; in the data active = inhibition above about 45%, passing the limit was not always enough
Target sequence (P61088 whole entry, looked up): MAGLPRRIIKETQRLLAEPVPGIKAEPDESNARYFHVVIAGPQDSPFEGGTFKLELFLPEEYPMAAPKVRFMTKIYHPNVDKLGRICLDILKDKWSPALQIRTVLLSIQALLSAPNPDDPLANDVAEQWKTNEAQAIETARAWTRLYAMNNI
SENP8 block-2: blocks human SENP8 cleavage of Nedd8 substrate. Q96LD8. recombinant SENP8, Nedd8 substrate fluorescence. inhibition, % at 20 µM. 360,000 compounds, 0.64% hits. AID 602440; in the data active = inhibition mostly above about 40%, no sharp cut-off; inactive = mostly below about 27%
The depositor's hits bear a star.

1) O=C(CN1C(=O)C2CCCCC2C1=O)OCC(=O)c1ccc(Cl)s1 (stereo unspecified)
2) CCc1cc2ccc(C)cc2nc1SCC(=O)NNC(=O)c1ccco1
3) CCc1cc(C(N)=O)c(NC(=O)c2ccc(OC)cc2)s1
4) Cc1cc(C)n(-c2nnc(SCC(=O)NC3CCCC3)c3ccccc23)n1
5) Cc1ccc(N2C(=O)Nc3ccccc3C2(O)C(=O)N2CCN(c3ccccn3)CC2)cc1C (stereo unspecified)
6) Cc1csc(SCC(=O)c2ccc(S(=O)(=O)N3CCOCC3)cc2)n1
Screen / compound no. | 1 | 2 | 3 | 4 | 5 | 6
SENP1 FRET inh | 3 | 2 | -7 | 2 | 1 | 15
Apaf1 inhib | -3 | -16 | 21 | 2 | -6 | 5
SENP7 block | -10 | 3 | -1 | -1 | 5 | -4
SENP6 inh | -8 | -1 | -3 | -29 | 17 | 0
A3G deaminase | -6 | -6 | -7 | -2 | 1 | -4
SENP8 block-1 | -2 | -4 | -20 | -3 | 5 | -1
UBC13 inh | 13 | -1 | 6 | -18 | 4 | -1
SENP8 block-2 | 30 | 9 | -336 | 35 | -1 | 3

7) CC(=O)NC(Cc1ccc(F)c(F)c1)C(=O)NC1CCN(c2c(Cc3ccccc3)c(C)nc3ncnn23)CC1 (stereo unspecified)
8) Cc1ccccc1Cn1c(C)cc(C)c(C#N)c1=O
9) CCC(=O)N(c1nnc(SCC(=O)NN2C(=O)NC3(CCC(C)CC3)C2=O)s1)C1CC1 (stereo unspecified)
10) O=C(N/C(=C\c1cccnc1)C(=O)N1CCCCC1)c1cccc(Br)c1
11) Cc1ccccc1CSc1nc2c(c(=O)[nH]1)CCC2
12) CC(C)CN(C(=O)CCNC(=O)c1ccc(Cl)cc1)C1CCS(=O)(=O)C1 (stereo unspecified)
Screen / compound no. | 7 | 8 | 9 | 10 | 11 | 12
SENP1 FRET inh | -2 | 7 | 2 | 2 | 1 | -1
Apaf1 inhib | 3 | -9 | 4 | -2 | -18 | -4
SENP7 block | 0 | -2 | 12 | -10 | 4 | 6
SENP6 inh | -41 | -14 | -2 | 5 | 3 | 2
A3G deaminase | -8 | -15 | 0 | -9 | -11 | -6
SENP8 block-1 | -11 | 1 | 6 | 1 | 5 | -3
UBC13 inh | 1 | 16 | 3 | -3 | 17 | 0
SENP8 block-2 | 1 | -104 | 14 | -2 | -1 | 4

Sorted by heavy-atom count (lowest first): some entries from above
8) Cc1ccccc1Cn1c(C)cc(C)c(C#N)c1=O
12) CC(C)CN(C(=O)CCNC(=O)c1ccc(Cl)cc1)C1CCS(=O)(=O)C1 (stereo unspecified)
7) CC(=O)NC(Cc1ccc(F)c(F)c1)C(=O)NC1CCN(c2c(Cc3ccccc3)c(C)nc3ncnn23)CC1 (stereo unspecified)
Screen / compound no. | 8 | 12 | 7
SENP1 FRET inh | 7 | -1 | -2
Apaf1 inhib | -9 | -4 | 3
SENP7 block | -2 | 6 | 0
SENP6 inh | -14 | 2 | -41
A3G deaminase | -15 | -6 | -8
SENP8 block-1 | 1 | -3 | -11
UBC13 inh | 16 | 0 | 1
SENP8 block-2 | -104 | 4 | 1

More results.
13) Cc1cnc(C(=O)Nc2nccs2)cn1
14) O=C(c1ccc(Cl)cc1)N1CCCC(C(=O)N2CCN(c3ccccc3)CC2)C1 (stereo unspecified)
15) Cc1ccc(C)c(CSC2=NN3CCCC(=O)N=C3S2)c1
16) CCCCC(=O)Nc1ccc2oc(-c3ccncc3)nc2c1
17) O=C(Oc1ccc(OC(=O)N2CCOCC2)cc1)c1ccccc1
18) Cc1ccsc1C(=O)NNC(=O)C1CCCCC1C(=O)O (stereo unspecified)
Screen / compound no. | 13 | 14 | 15 | 16 | 17 | 18
SENP1 FRET inh | 0 | 0 | 2 | -2 | 3 | 0
Apaf1 inhib | -1 | 5 | -9 | 13 | -8 | 11
SENP7 block | 2 | -7 | 7 | 1 | 56* | 9
SENP6 inh | -3 | -2 | -13 | 0 | 38 | 0
A3G deaminase | 2 | -6 | -6 | -2 | -2 | -4
SENP8 block-1 | -1 | -5 | -1 | 0 | 26 | 8
UBC13 inh | -4 | -3 | 8 | 9 | 4 | -6
SENP8 block-2 | 22 | 13 | 10 | -289 | 22 | 13

19) Cc1cc(S(=O)(=O)Nc2cc(C)c(O)c(C)c2)c(C)s1
20) CCc1ccc(NC(=S)N2CCN(C)CC2)cc1
21) CC(C)(C)NS(=O)(=O)c1ccc(CCC(=O)N2CCOCC2)cc1
22) COc1cccc(OCCCCN2CC(C)OC(C)C2)c1 (stereo unspecified)
23) O=C(Nc1nc(-c2ccccc2)ns1)c1ccncc1
24) CCCCCOC(=O)C1C(c2ccccc2)C(C(=O)O)C1c1ccccc1 (stereo unspecified)
Screen / compound no. | 19 | 20 | 21 | 22 | 23 | 24
SENP1 FRET inh | 4 | 2 | 2 | 3 | 2 | 0
Apaf1 inhib | -4 | 6 | 0 | 3 | -2 | 4
SENP7 block | -3 | 0 | 0 | -3 | 1 | -2
SENP6 inh | -8 | -16 | 11 | -4 | 7 | 7
A3G deaminase | -5 | -5 | -5 | 0 | -6 | 6
SENP8 block-1 | -9 | -3 | -2 | 3 | -6 | -3
UBC13 inh | -8 | 3 | 4 | 6 | 14 | 0
SENP8 block-2 | 10 | 0 | -2 | 12 | 30 | 2

25) Cc1ccc([N+](=O)[O-])cc1NC(=O)c1ccc(-c2ccccc2)cc1
26) Cc1cc(O)c(C(=O)Cc2csc(C)n2)c(O)c1
27) Cn1cnnc1SCc1nnc(-c2ccccc2Br)o1
28) CCOC(=O)N1CCC(N2C(=O)c3ccccc3C2Nc2ccc(C)cc2)CC1 (stereo unspecified)
29) CCCN1C(=O)c2ccc(C(=O)NC3CCCCC3)cc2C1=O
30) COc1cccc(OCc2cc(C(=O)NCc3ccccn3)no2)c1
Screen / compound no. | 25 | 26 | 27 | 28 | 29 | 30
SENP1 FRET inh | 0 | -2 | 0 | 3 | 0 | -1
Apaf1 inhib | -12 | 12 | -8 | 10 | 11 | -5
SENP7 block | 1 | -5 | -4 | 0 | -12 | 8
SENP6 inh | -17 | -22 | -17 | -4 | -18 | 9
A3G deaminase | -2 | 5 | -4 | -5 | -6 | -3
SENP8 block-1 | 6 | -6 | -5 | 0 | -15 | 1
UBC13 inh | -6 | -12 | -6 | 0 | -2 | 0
SENP8 block-2 | 25 | 7 | 12 | 7 | 14 | 3

31) Nc1nc(C23CC4CC(CC(Cl)(C4)C2)C3)cs1
32) O=C(CCCN1C(=O)/C(=C/c2ccccc2)SC1=S)N1CCOCC1
33) CCc1cc2c(=O)[nH]c(Cc3ccccc3)nc2s1
34) COc1ccccc1CN1C[C@@H]2C[C@@H](c3ccccc3C)N3CCC[C@@]23C1=O
35) O=C(Nc1ccc(S(=O)(=O)N2CCCCC2)cc1)c1ccc(F)cc1
36) O=C(CSC1=Nc2ccccc2C2CC=NN12)Nc1ccc(F)c(F)c1F (stereo unspecified)
Screen / compound no. | 31 | 32 | 33 | 34 | 35 | 36
SENP1 FRET inh | 0 | 2 | 3 | 1 | -2 | -5
Apaf1 inhib | -14 | 16 | 13 | 1 | 12 | 9
SENP7 block | 12 | 21 | -13 | -6 | -4 | -7
SENP6 inh | -10 | 43 | 2 | -2 | 2 | -11
A3G deaminase | -5 | 0 | -5 | -3 | 0 | -6
SENP8 block-1 | -6 | 23 | -8 | -13 | -3 | -10
UBC13 inh | 4 | -18 | 2 | -17 | -3 | -6
SENP8 block-2 | 6 | 15 | 19 | 19 | 7 | 24

Whole records, looked up by structure. Values in the order: SENP1 FRET inh | Apaf1 inhib | SENP7 block | SENP6 inh | A3G deaminase | SENP8 block-1 | UBC13 inh | SENP8 block-2
Profile of Nc1nc(C23CC4CC(CC(Cl)(C4)C2)C3)cs1 = 0 | -14 | 12 | -10 | -5 | -6 | 4 | 6
Profile of O=C(Nc1ccc(S(=O)(=O)N2CCCCC2)cc1)c1ccc(F)cc1 = -2 | 12 | -4 | 2 | 0 | -3 | -3 | 7
Profile of COc1ccccc1CN1C[C@@H]2C[C@@H](c3ccccc3C)N3CCC[C@@]23C1=O = 1 | 1 | -6 | -2 | -3 | -13 | -17 | 19
Profile of CCc1cc2c(=O)[nH]c(Cc3ccccc3)nc2s1 = 3 | 13 | -13 | 2 | -5 | -8 | 2 | 19
Profile of O=C(CCCN1C(=O)/C(=C/c2ccccc2)SC1=S)N1CCOCC1 = 2 | 16 | 21 | 43 | 0 | 23 | -18 | 15

Other records.
37) O=Nc1ccc(NOC(=O)c2ccccc2)cc1
38) CCOC(=O)C(=CNc1nc(-c2ccc3ccccc3c2)cs1)C(=O)OCC
39) Cc1ccc(Cn2c(C)cc3c(c2=O)C(c2cccs2)C(C#N)=C(N)O3)cc1 (stereo unspecified)
40) Oc1ccc(C(=S)N2CCCCC2)cc1
41) COc1cc(OC)c(C(=O)Nc2ccc(S(=O)(=O)N3CCCCC3)cc2)cc1OC
42) CCOC(=O)CNC(=O)/C=C/c1c(Cl)cccc1Cl
Screen / compound no. | 37 | 38 | 39 | 40 | 41 | 42
SENP1 FRET inh | 2 | 0 | -5 | 2 | 1 | 1
Apaf1 inhib | 3 | 14 | -10 | 13 | 20 | -1
SENP7 block | 46 | 7 | 5 | 5 | 11 | -11
SENP6 inh | 88* | -34 | -20 | 5 | -4 | -28
A3G deaminase | -4 | -6 | 0 | 4 | -3 | -9
SENP8 block-1 | -29 | 13 | 3 | -4 | -13 | -14
UBC13 inh | -25 | 10 | -6 | -4 | 3 | -7
SENP8 block-2 | 19 | -284 | 5 | 7 | -186 | 17

43) CC(C)(C)OC(=O)C[C@@H]1C/C=C\C[C@H](CC(=O)N(CCO)Cc2ccccc2)C(=O)N[C@H](Cc2ccccc2)COC1=O
44) Cc1nc(-c2ccc(Cl)cc2)sc1C1(C)CC(c2ccc([N+](=O)[O-])cc2)=NO1 (stereo unspecified)
45) CCOc1cccc(-c2cc(C(=O)Nc3ccon3)c3ccccc3n2)c1
46) O=C(CN1C(=O)S/C(=C\c2cccs2)C1=O)Nc1ccc(O)cc1C(=O)O
47) O=C1NC(Cc2ccccc2)C(=O)N1CC(=O)N1CCCc2ccccc21 (stereo unspecified)
48) Cc1c(NC(=O)CSc2nncc3ccccc23)c(=O)n(-c2ccccc2)n1C
49) CCOC(=O)NC(=O)/C(N=Nc1cccc(C(F)(F)F)c1)=C(\C)O
Screen / compound no. | 43 | 44 | 45 | 46 | 47 | 48 | 49
SENP1 FRET inh | 3 | 0 | 0 | 2 | 3 | 0 | 0
Apaf1 inhib | 21 | 6 | 16 | 6 | 3 | -7 | 2
SENP7 block | 0 | 8 | -4 | -9 | 4 | -11 | -2
SENP6 inh | -11 | -18 | -13 | 3 | -3 | -5 | -11
A3G deaminase | -1 | -11 | -3 | -4 | -9 | -7 | -4
SENP8 block-1 | 3 | -13 | -3 | 3 | 4 | 0 | -8
UBC13 inh | 9 | -14 | -1 | -18 | 6 | 7 | -7
SENP8 block-2 | 27 | 10 | -277 | -133 | 8 | 16 | 14

In the list so far, these contain bromine:
10) O=C(N/C(=C\c1cccnc1)C(=O)N1CCCCC1)c1cccc(Br)c1
27) Cn1cnnc1SCc1nnc(-c2ccccc2Br)o1
Screen / compound no. | 10 | 27
SENP1 FRET inh | 2 | 0
Apaf1 inhib | -2 | -8
SENP7 block | -10 | -4
SENP6 inh | 5 | -17
A3G deaminase | -9 | -4
SENP8 block-1 | 1 | -5
UBC13 inh | -3 | -6
SENP8 block-2 | -2 | 12

Screening data deposited in PubChem by Sanford-Burnham Center for Chemical Genomics.
